Compound activity from PubChem.
GALK inhibitor = blocks human galactokinase activity | P51570 | Purified GALK, Kinase-Glo residual ATP luminescence | Potency, µM (highest dose often 57.5 µM), without a hit: at the top dose activity change, negative = inhibition, hits mostly inhibitors | 270,000 tested, 0.007% active | AID 1868; note: potency is the fitted concentration of half-maximal effect
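The enzyme phosphorylates galactose (100 uM) using ATP (35 uM); inhibition is detected as higher residual ATP, quantified by bioluminescence after 1 h reaction at room temperature, pH 8.0.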
Eya2 phos inh = inhibitors of human Eya2 phosphatase activity. O00167. Potency, µM (titrated, usually from 76.9 µM), for inactives: top-dose activity, negative = inhibition, most hits filed as inhibitors. AID 488837. recombinant Eya2, OMFP fluorescence dephosphorylation (OMFP is methylfluorescein phosphate). 330,000 tested, 0.006% active; note: potency is the fitted concentration of half-maximal effect
Target sequence (O00167 whole entry, looked up): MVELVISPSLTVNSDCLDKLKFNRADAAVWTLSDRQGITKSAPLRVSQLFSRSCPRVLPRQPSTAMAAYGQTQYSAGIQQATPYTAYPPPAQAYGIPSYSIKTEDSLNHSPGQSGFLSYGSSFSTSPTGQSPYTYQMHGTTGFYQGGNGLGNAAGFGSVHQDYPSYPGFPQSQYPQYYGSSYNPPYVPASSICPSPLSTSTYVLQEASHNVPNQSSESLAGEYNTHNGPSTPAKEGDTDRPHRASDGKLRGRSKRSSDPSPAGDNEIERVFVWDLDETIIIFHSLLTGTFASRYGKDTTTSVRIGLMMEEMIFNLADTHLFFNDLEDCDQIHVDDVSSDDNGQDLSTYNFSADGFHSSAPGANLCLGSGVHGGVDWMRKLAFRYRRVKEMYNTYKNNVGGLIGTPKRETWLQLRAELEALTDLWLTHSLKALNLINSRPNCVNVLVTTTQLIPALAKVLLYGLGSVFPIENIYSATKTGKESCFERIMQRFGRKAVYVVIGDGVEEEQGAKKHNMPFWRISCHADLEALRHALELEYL
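Eya2 protein (added as 0.2 uM solution) was preincubated with compound for 10 min at ambient temperature in 50 mM HEPES pH 7.5, 50 mM NaCl, 5 uM MgCl2, 0.05% BSA, 1 mM DTT. OMFP (added at 50 uM) then reacted 10 min; fluorescence read at 485/525 nm.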
Giardia killer = Giardia lamblia killing. AID 540267. activity change, % at 7.66 µM, hits read low. Giardia lamblia trophozoite viability. 340,000 tested, 0.15% active; in the data active = activity change below about -80%; inconclusive = between about -30% and that limit;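 note: parasites exposed to compound for two days anaerobically before the ATP read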
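Giardia trophozoites, 100 cells per well, were exposed to compounds for 48 hrs at 37 deg C under anaerobic conditions; viability was then read as ATP content by bioluminescence after 15-30 min at room temperature.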
USP2a block = inhibitors of human ubiquitin-specific protease USP2a | 330,000 tested, 0.01% active | O75604 | Potency, µM (titrated, usually from 38.3 µM), for inactives: at the highest dose activity change, negative = inhibition, most hits filed as inhibitors | USP2 core, Ub-CHOP2 coupled fluorogenic reporter, 485/531;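 note: potency is the fitted concentration of half-maximal effect; plate controls were DMSO wells for no effect and full inhibition by NEM control for full effect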
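Cell-free coupled assay: 10nM USP2 core preincubated 30min RT with compound in Tris-HCl pH 8.0/CaCl2/CHAPS buffer, then 25nM Ub-CHOP2 and 25nM reporter substrate; fluorescence (Ex 485/Em 531) read after 60min RT, normalized to NEM inhibition, concentration-response curves fitted.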
Coupling enz = counter-screen for Giardia aldolase inhibitors: coupling enzyme system | coupling enzyme system counterscreen, AmpLite Red fluorescence | activity change, negative = inhibition, % at 58.2 µM, hits read low | 290,000 tested, 0.67% active; in the data active = activity change below about -30%
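Counterscreen lacking aldolase: glyceraldehyde-3-phosphate coupling-enzyme reagent preincubated 10 min at RT with compound (at 57.5 uM final), then substrate/coupling system with AmpLite Red added; fluorescence read at 525/598 nm after 20 min RT.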
hERG WT inh = KCNH2 (human, wildtype) channel inhibition. U2OS, BacMam KCNH2, thallium flux FluxOr; active compounds read low. activity change, % at 1.84 µM. 340,000 tested, 0.37% active;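 active = maximum activity change below -70%; inconclusive = maximum activity change between -70% and -50%; inactive = maximum activity change above -50%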
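U2OS cells were transduced with wild-type KCNH2 virus (2.03 x 10^8 / mL) for 4 h at room temperature, then cultured overnight at 37 C. Thallium flux was read with FluxOr dye. Rate constants were normalized to DMSO controls.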
uPA generation = blocks generation of uPA at the cell surface; cell surface uPA generation assay, qHTS; Potency, µM (titrated, usually from 38.3 µM), inactives show at the highest dose activity change, negative = inhibition, hits mostly inhibitors; 330,000 tested, 0.31% active; active = well fitted inhibition curve with a large enough effect; inconclusive = small, poorly fitted or top-dose-only effect; inactive = no such curve, though single readings can be large or run the other way; tested in mouse RAW 264.7 cells; note: potency is the fitted concentration of half-maximal effect; nearly all actives have a fitted effect of over 55% in size
KCNH2 3.1 block = KCNH2 3.1 (human) potassium channel inhibition. U2OS KCNH2 3.1, thallium flux FluxOr; active compounds read low. activity change, % (tested at about 1.8 µM). 340,000 tested, 0.95% active;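 active = maximum activity change below -70%; inconclusive = maximum activity change from -70% to -50%; inactive = maximum activity change above -50%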;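 note: thallium influx rate constant from kinetic fluorescence after stimulation buffer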
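Normalized rate constant (relative to positive and negative DMSO controls) derived from a 2 min kinetic fluorescence read after stimulation; U2OS cells expressing the 3.1 isoform via virus at 1.77 x 10^8 /mL.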
PKM2 activator = increases activity of human pyruvate kinase M2. AID 1631. 260,000 tested, 0.34% active. purified PKM2, Kinase-Glo ATP luminescence, activation; response scale: 0% is enzyme alone, no compound. Potency, µM (series often up to 57.5 µM), for the others: top-dose activation, hits mostly activators; note: potency is the fitted concentration of half-maximal effect; nearly all actives have a fitted effect of over 55% in size
Target sequence (P14618 whole entry, looked up): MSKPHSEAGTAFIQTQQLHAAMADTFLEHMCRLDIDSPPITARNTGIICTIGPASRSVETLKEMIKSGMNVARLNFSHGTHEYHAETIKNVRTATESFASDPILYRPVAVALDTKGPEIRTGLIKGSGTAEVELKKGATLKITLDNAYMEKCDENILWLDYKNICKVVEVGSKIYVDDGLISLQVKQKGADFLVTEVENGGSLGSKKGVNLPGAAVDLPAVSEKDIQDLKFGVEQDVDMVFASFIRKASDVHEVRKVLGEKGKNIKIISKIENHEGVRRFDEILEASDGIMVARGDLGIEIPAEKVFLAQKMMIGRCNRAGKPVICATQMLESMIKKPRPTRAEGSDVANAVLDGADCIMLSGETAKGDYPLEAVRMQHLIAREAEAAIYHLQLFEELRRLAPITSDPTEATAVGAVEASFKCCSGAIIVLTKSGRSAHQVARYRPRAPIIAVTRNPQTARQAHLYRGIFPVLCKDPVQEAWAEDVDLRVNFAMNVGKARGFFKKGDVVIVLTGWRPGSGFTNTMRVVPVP
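Kinase-Glo luminescence reports ATP generated from ADP (0.1 mM) and PEP (0.5 mM) by purified hPK-M2 after 1 h at room temperature, pH 7.2 imidazole buffer; intermediate enzyme activity allows detecting inhibitors and activators.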
B2AR arrestin = recruits beta-arrestin to the human beta2-adrenergic receptor; 330,000 tested, 0.02% active; Potency, µM (highest dose often 46.1 µM), without a hit: at the highest dose activation, actives largely listed as activators; beta-arrestin recruitment to beta2AR, cell-based reporter; P07550;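 note: potency is the fitted concentration of half-maximal effect; 0% = DMSO controls and full agonism = EC100 isoproterenol or metaproterenol; nearly all actives have a fitted effect of over 65% in size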
BCR signal inh = inhibitors of chronic active B-cell receptor signaling. ABC-DLBCL IkBa-CBG/CBR reporter, luminescence ratio, 4 h. Potency, µM (series often up to 46.1 µM), for inactives: at the highest dose ratio change, negative = lower green/red ratio, actives largely listed as inhibitors. 340,000 tested, 0.05% active. AID 493014; active = well fitted inhibition curve with a large enough effect in the signal ratio, with a control signal flat, not every such curve was filed as active; inconclusive = small, poorly fitted or top-dose-only effect, or effect the other way, or a change in a side signal; the % refers to the signal ratio;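 note: potency is the fitted concentration of half-maximal effect; plate controls were basal doxycycline-induced cells for no effect and cells given 10 µM MG132 for full effect; MG132 reads +100%, hits lower the ratio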
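Compounds up to 46 uM were incubated four hours with TMD8 cells whose green CBG68 luciferase is fused to IkappaBalpha; red CBR luminescence normalised the signal, and concentration-effect curves were fitted to fusion, red and ratio data.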
Starred values were filed as active, the others as inactive; i = inactive; ? = inconclusive; nt = not tested or not shown; [ ] = remark or other dose. Unless noted, calls come from the whole dose curve; as a rule, active = well fitted curve in the direction sought with a large enough effect; inconclusive = small, poorly fitted or top-dose-only effect, or another doubt; inactive = no such curve, though single readings can be large; an effect the other way counts as inactive or inconclusive. Unless noted, % is set by controls: 0 for no effect and ±100 for the full control effect.

SMILES	GALK inhibitor	Eya2 phos inh	Giardia killer	USP2a block	Coupling enz	hERG WT inh	uPA generation	KCNH2 3.1 block	PKM2 activator	B2AR arrestin	BCR signal inh
COc1ccc(S(=O)(=O)N2Cc3ccccc3CC2C(=O)Nc2nccs2)cc1OC (stereo not given)	-1%	4%	3	0%	6	0	-4%	1	-1%	-0.1%	?
Cc1ccc(C)c(N2CCN(C(=S)Nc3ccc4nc(N5CCOCC5)cc(C)c4c3)CC2)c1	0%	-22%	16	-1%	-20	-77*	2%	-85*	-7%	0.4%	?
COc1ccc(-c2ccc3ccccc3n2)cc1	7%	-8%	-2	3%	-1	-3	-9%	16	-24%	-0.3%	?
Cc1cc(C)c2c(N)c(C(=O)N3CCN(c4ncccn4)CC3)sc2n1	1%	-11%	-18	4%	-2	23	2%	13	0%	-0.5%	?
COc1cccc(CNC(=O)c2cccs2)c1	-2%	9%	14	1%	2	-1	0%	0	0%	0.0%	0%
CCN(CC)CCNC(=O)c1ccc(NC(=O)c2cccc(S(=O)(=O)N3c4ccccc4CC3C)c2)cc1 (stereo not given)	-16%	7%	1	-1%	nt	22	?	-2	6%	0.2%	?
COc1ccc(N)cc1-n1c(C)ccc1C	1%	0%	31[activator]	0%	-27	-3	-14%	-50	0%	-0.8%	?
O=C1NCCOC(=O)[C@@H](Cc2ccc(F)cc2)CC/C=C/C[C@@H]1CC(=O)N(CCO)Cc1ccccc1	nt	-23%	-2	2%	nt	-6	-9%	2	nt	2.7%	-1%
Cc1ccc(NS(=O)(=O)c2cc(C(=O)NCCSC3CCCCC3)ccc2C)cc1	-1%	-2%	10	-6%	-3	0	nt	-13	0%	-0.2%	?
Cn1nnnc1SCC(=O)N1c2ccccc2Sc2ccccc21	-1%	2%	-9	0%	3	-7	-1%	1	-4%	0.5%	-9%

Looked up above:
KCNH2 3.1 block result of COc1ccc(-c2ccc3ccccc3n2)cc1 is entered as 16
uPA generation result of O=C1NCCOC(=O)[C@@H](Cc2ccc(F)cc2)CC/C=C/C[C@@H]1CC(=O)N(CCO)Cc1ccccc1 is entered as -9%
B2AR arrestin result of Cc1ccc(NS(=O)(=O)c2cc(C(=O)NCCSC3CCCCC3)ccc2C)cc1 is entered as -0.2%

The list goes on.
SMILES	GALK inhibitor	Eya2 phos inh	Giardia killer	USP2a block	Coupling enz	hERG WT inh	uPA generation	KCNH2 3.1 block	PKM2 activator	B2AR arrestin	BCR signal inh
O=c1c2[nH]c3ccccc3c2ncn1CCN1CCNCC1	-3%	-5%	-8	-2%	0	-4	-5%	-31	-1%	-0.3%	1%
O=C1C2C3C=CC(C3)C2C(=O)N1/N=C/c1ccc(-c2ccccc2[N+](=O)[O-])o1 (stereo not given)	0%	-1%	-7	0%	-17	14	-3%	-5	0%	3.7%	-1%
CCNc1nc(NCC)nc(C(=O)NN)n1	-4%	1%	-5	1%	-1	5	-1%	-41	-7%	-1.8%	-22%
Cc1ccc(NS(=O)(=O)c2cn(C)cn2)cc1	-8%	1%	-4	-1%	-3	-1	7%	-4	0%	-0.5%	-4%
O=C(O)CCC(=O)OCC1CCCO1 (stereo not given)	-7%	-4%	8	3%	-1	-2	-1%	-5	-4%	-0.1%	-13%
COc1ccccc1NC(=O)NC1(C(=O)N2CCCCCC2)CCCCC1	0%	-20%	-12	1%	0	1	0%	5	0%	-1.1%	1%
CC(C)C(NS(=O)(=O)c1ccc2c(c1)OCCCO2)C(=O)O (stereo not given)	-2%	5%	4	3%	5	-3	-4%	13	-1%	-0.8%	0%
O=C1CCCCCN1C(=O)c1cccc(C(=O)N2CCCCCC2=O)c1	0%	1%	-16	-1%	2	2	-13%	12	-4%	0.0%	0%
COc1ccc(C)cc1-n1nnnc1SCC1CCCCO1 (stereo not given)	9%	-7%	-12	0%	0	-1	-11%	-6	2%	-0.2%	-3%
CC(C)OC(=O)c1cc(NC(=O)C2C3CCC(O3)C2C(=O)O)cc(C(=O)OC(C)C)c1 (stereo not given)	0%	-10%	9	0%	4	-9	-7%	-14	4%	0.0%	3%
CNC(=O)c1[nH]cnc1C(=O)Nc1cccc(OC)c1	0%	-2%	-3	1%	1	9	-19%	3	4%	0.0%	?
CSc1nc(Cl)cc(N(CCO)CCO)n1	-1%	-3%	-27	-1%	2	0	2%	-1	3%	-0.7%	2%
CCCC(=O)NC(c1ccc(N(C)C)cc1)c1ccc2cccnc2c1O (stereo not given)	-3%	10%	7	0%	0	-3	-17%	0	-1%	11%	-14%
O=C(Cn1cnc(S(=O)(=O)N2CCCCC2)c1)NCc1ccco1	-4%	2%	6	3%	nt	-23	-7%	-11	nt	0.1%	0%
COc1cc(SC)ccc1C(=O)N(C)Cc1ccccc1	nt	-6%	-2	-1%	-1	11	-4%	-2	1%	-0.3%	3%
Cc1sc2ncn(CC(=O)NCCCC(=O)N(C)Cc3ccccc3)c(=O)c2c1C	-1%	-8%	?	5%	5	2	nt	-20	-11%	0.0%	4%
COc1ccccc1N1CCN(CC(=O)N2N=CCC2c2ccccc2)CC1 (stereo not given)	-3%	-14%	1	0%	-2	nt	7%	5	-2%	-0.5%	2%
c1cc(Nc2ncnc3sccc23)cc(-c2nnc3n2CCCCC3)c1	7%	-8%	8	0%	-2	2	5%	-14	-1%	0.1%	?
COc1ccc(Cl)cc1NC(=S)Nc1ccc(Cl)cn1	1%	7%	-18	0%	0	nt	-12%	8	1%	-1.0%	-4%
Cc1ccc(C(=O)Nc2ccon2)cc1S(=O)(=O)N1CCCC1	1%	-6%	-6	-2%	2	4	nt	-3	-4%	0.0%	-6%
O=C(CC1C(=O)NCCN1Cc1ccc(-c2ccccc2)cc1)NCCCn1cccn1 (stereo not given)	-1%	-17%	-5	1%	-6	-14	9%	-1	0%	-0.3%	-1%
Oc1ccc(/C=N/NC(=S)Nc2cccnc2)cc1O	2%	-6%	-16	2%	-6	-17	-20%	4	-6%	-0.2%	?
Cc1ccc(-c2ccc(/C=N/NC(=O)CN3CCCC3)o2)cc1Cl	-3%	8%	1	-1%	-2	21	8%	?	2%	0.1%	13%
CC(C)CNC(=O)c1cccc2c1-c1ccccc1C2=O	4%	-6%	-4	1%	0	-13	2%	7	nt	-0.4%	0%
CCOC(=O)C1CCCN(C2CC(=O)N(c3ccccc3)C2=O)C1 (stereo not given)	-1%	4%	-8	2%	0	nt	16%	20	-5%	-0.1%	-2%
Cc1cc(C)n2nc(SCN3C(=O)c4ccccc4C3=O)nc2n1	-2%	-2%	-11	-1%	2	32	-4%	-11	2%	-0.3%	0%
CCOC(=O)c1ccc2c(c1)nc(SCC(=O)c1ccco1)n2CC	6%	-18%	-19	-1%	-5	-7	-8%	17	14%	0.2%	-7%
C/C(Cc1ccccc1)=N/NC(=O)CNC(=O)C(c1ccccc1)c1ccccc1	4%	-10%	0	0%	7	0	3%	1	5%	-0.6%	10%
O=C(CSc1ncnc2[nH]ncc12)Nc1nc(-c2ccc(F)c(F)c2)cs1	4%	5%	0	1%	-1	nt	?	-37	4%	0.1%	8%
COc1ccc(CCC(C)N2CCC(CO)(Cc3ccccc3)CC2)cc1 (stereo not given)	-3%	-5%	28	0%	0	13	-2%	-27	1%	0.1%	?
CCOC(=O)CSc1nc2cc(C)ccc2cc1C#N	-2%	3%	2	-1%	-1	2	-3%	6	1%	-1.2%	1%
CC(=O)c1cccc(NC(=O)COC(=O)C2=COCCO2)c1	-1%	2%	-12	1%	0	i	3%	-3	1%	0.2%	1%
O=C(c1ccc(Cl)cc1)c1oc2ccccc2c1CS(=O)(=O)c1ccccc1	-1%	3%	-2	-2%	-6	12	-15%	0	-9%	-1.6%	7%
COc1ccc(NCc2ccc3c(c2)OCO3)cc1Cl	1%	9%	-9	0%	0	4	1%	13	0%	-0.1%	1%
CN(C)c1oc(-c2ccccc2Cl)nc1S(=O)(=O)c1ccccc1	0%	-1%	3	3%	5	0	?	-14	30%	0.0%	-8%
Cc1ccc(N2CC(C(=O)OCc3nc(N)nc(Nc4ccccc4C)n3)CC2=O)cc1 (stereo not given)	nt	-2%	-12	1%	nt	3	-3%	7	nt	-0.9%	-1%
C/C(=N/NC(=O)c1ccc(Cl)cc1Cl)c1cccnc1	8%	-2%	28	6%	0	4	-2%	22	nt	0.5%	5%
COc1cccc(CNC(=O)Cc2csc(NC(=O)Nc3ccccc3OC)n2)c1	nt	18%	0	0%	nt	-1	7%	-4	nt	-1.5%	-2%
CS(=O)(=O)N(CC(=O)N1CCOCC1)c1ccc2c(c1)OCO2	-3%	10%	3	1%	3	9	1%	2	9%	0.1%	0%
